KCNQ1 pot: potentiators or activators of human KCNQ1 potassium channel | P51787 | CHO-K1 KCNQ1, thallium flux FluxOR fluorescence; active compounds read high | B-score at 10 µM | actives 0.35% (n = 310,000);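 active = fluorescence ratio B-score, a plate-corrected score, at least three library SD, with initial intensity B-score within 5 SD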
Target sequence (P51787 whole entry, looked up): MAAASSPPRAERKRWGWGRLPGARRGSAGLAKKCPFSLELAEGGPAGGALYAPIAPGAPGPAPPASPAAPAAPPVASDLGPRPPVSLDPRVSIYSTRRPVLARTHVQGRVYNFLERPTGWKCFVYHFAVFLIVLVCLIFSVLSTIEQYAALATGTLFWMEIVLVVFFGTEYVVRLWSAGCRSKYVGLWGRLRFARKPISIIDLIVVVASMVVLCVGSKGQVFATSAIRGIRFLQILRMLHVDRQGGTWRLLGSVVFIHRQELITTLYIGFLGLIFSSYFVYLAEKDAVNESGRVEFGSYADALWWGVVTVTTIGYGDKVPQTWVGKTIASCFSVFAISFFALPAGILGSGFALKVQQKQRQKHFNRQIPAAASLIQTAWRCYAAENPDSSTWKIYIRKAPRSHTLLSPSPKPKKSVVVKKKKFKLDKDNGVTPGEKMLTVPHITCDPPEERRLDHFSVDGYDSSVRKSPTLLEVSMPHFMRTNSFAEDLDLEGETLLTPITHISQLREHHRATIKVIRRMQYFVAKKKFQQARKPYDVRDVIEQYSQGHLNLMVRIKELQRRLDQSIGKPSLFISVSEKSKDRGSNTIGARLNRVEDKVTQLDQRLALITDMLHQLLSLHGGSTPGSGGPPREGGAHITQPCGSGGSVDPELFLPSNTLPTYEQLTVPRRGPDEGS
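assay system = KCNQ1-transfected CHO-K1 cells | medium = assay buffer with matched DMSO | probe or stimulus = depolarizing K+/Tl+ stimulus, K2SO4 and Tl2SO4 each 12.5 mM in 5x stock | dosing = single dose | incubation = dye 90 min, compound 20 min, room temperature | detection = kinetic FluxOR fluorescence, 10 s baseline plus 110 s post-stimulus | evaluation = ratio B score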
hERG rescue: shields human hERG channel from block by proarrhythmic agents; Q12809; CHO-hERG, FluxOR thallium flux, dofetilide IC70 present; activation (rescue from dofetilide block), less the hit threshold, % at 10 µM; actives 0.51% (n = 310,000); AID 1511;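 active = activation above the mean of controls blocked by dofetilide plus 5 SD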;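 note: thallium influx through hERG after potassium depolarization seen as dye fluorescence rise; in these data hits start at about 4.7%; inactives centre near -7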
HDAC3 inh: human HDAC3 inhibition; O15379; recombinant HDAC3, fluorogenic peptide/trypsin coupled, fluorescence; inhibition, % at 8.3 µM; actives 0.15% (n = 320,000); AID 2718; in the data active = inhibition above about 26%, passing the limit was not always enough; inconclusive = no clear call, values can overlap the other calls
Target sequence (O15379 whole entry, looked up): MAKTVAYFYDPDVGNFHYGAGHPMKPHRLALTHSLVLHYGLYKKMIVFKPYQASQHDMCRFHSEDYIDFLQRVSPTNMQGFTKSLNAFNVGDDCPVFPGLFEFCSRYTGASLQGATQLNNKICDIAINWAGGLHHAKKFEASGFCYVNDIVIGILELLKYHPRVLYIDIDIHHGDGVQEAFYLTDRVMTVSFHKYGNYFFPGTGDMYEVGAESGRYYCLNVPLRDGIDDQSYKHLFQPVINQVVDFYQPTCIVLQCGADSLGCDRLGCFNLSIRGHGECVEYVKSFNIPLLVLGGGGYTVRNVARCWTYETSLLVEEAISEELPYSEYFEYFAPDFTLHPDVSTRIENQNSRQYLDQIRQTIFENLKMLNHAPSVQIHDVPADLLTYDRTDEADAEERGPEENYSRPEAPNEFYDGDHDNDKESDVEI
Dyrk1A ADPGlo: blocks rat Dyrk1A kinase activity | Q63470 | ADP-Glo luminescence, NFATc1 peptide | inhibition, % at 12.5 µM | actives 0.43% (n = 310,000); in the data active = inhibition above about 50%;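 note: plate controls were vehicle with enzyme for no effect and no enzyme for full effect; many of its hits are not listed in these tables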
GSK3A inh: blocks human GSK-3 alpha kinase; AID 2650; inhibition, % at 10 µM; actives 0.1% (n = 320,000); ADP-Glo luminescence, 60 min; P49840;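 in the data active = inhibition above about 50%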;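 note: GST-tagged GSK-3 alpha with peptide substrate and 25 µM ATP; 0% = DMSO neutral wells and 100% = GW8510 positive control wells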
KCNK3 inh: human KCNK3 channel inhibition, primary screen. O14649. CHO-KCNK3 thallium flux, FluxOR fluorescence; active compounds read low. B-score at 10 µM. actives 0.84% (n = 340,000). AID 602410;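 active = B-score under library mean minus 4 SD, starting fluorescence ratio at most library mean plus 5 SD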;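 note: more negative B-score means stronger inhibition of thallium flux through KCNK3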
GSK3B inh: blocks human GSK3beta kinase activity; P49841; GST-GSK3beta kinase, ADP-Glo luminescence, 60 min; active compounds read low; activity score (negative = inhibition), % at 10 µM; actives 0.038% (n = 300,000); AID 2097;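 active = more than half of replicate wells score below -50%, meaning over 50% inhibition versus plate controls; inconclusive = some replicates but at most half score below -50%; inactive = no replicate scores below -50%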;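 note: 0% = median DMSO wells and -100% = median GW8510 positive control wells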
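Assay system: GST-fused GSK3beta enzyme, cell-free / Medium: Tris pH 7.5 buffer with MgCl2, DTT, BSA, heparin / Also added: peptide substrate plus 25 µM ATP (final) / Compound: 10 µM single point / Timing: kinase reaction with compound 60 min at room temperature / Detection: ADP-Glo luminescence / Benchmarks: DMSO neutral wells and GW8510 at 20 µM as positive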
KCNK9 inh: blocks the human KCNK9 two-pore domain potassium channel; Q9NPC2; HEK293 KCNK9, FluxOR thallium flux fluorescence; active compounds read low; B-score at 10 µM; actives 1.2% (n = 310,000); AID 488922;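 active = ratio B-score over 3 SD below the library mean, with starting fluorescence within 5 SD of its mean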;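 note: negative B-score means less thallium flux so channel inhibition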
RGS4 act: potentiators or activators of RGS4; HEK293 M3R/inducible RGS4, carbachol calcium flux Fluo4; active compounds read low; B-score at 10 µM; actives 0.92% (n = 310,000); AID 463111;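 active = B-score of the integrated calcium signal more than 4 SD below the library mean, with starting fluorescence not abnormally high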;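 note: negative B-score means reduced calcium response which marks RGS4 activation or potentiation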
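Assay system: Inducible-RGS4 HEK293 cells carrying M3 receptor | Schedule: Compound preincubation 20 min at room temperature before agonist | Signal: Kinetic calcium fluorescence imaging with Fluo4-AM dye, 2 µM | Read-out basis: B score from integrated fluorescence ratio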
KCNQ1 block: human KCNQ1 channel inhibition; P51787; CHO-K1 KCNQ1, FluxOR thallium flux fluorescence; active compounds read high; B-score at 10 µM; actives 1.3% (n = 310,000);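 active = compounds whose thallium flux B-score, printed positive for inhibition, exceeds three library SD while starting fluorescence stays within three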;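 note: channel opened by potassium depolarization with thallium stimulus after 20 min compound exposure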
PolyA inhibitor: inhibitors of polyadenylation in S. cerevisiae | actives 0.02% (n = 300,000) | S. cerevisiae SKY197-pL101 polyadenylation reporter, beta-gal luminescence; efflux-impaired pdr1/pdr3 knockout yeast; score 100 = 6 SD above DMSO | calls only at 12 µM;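 active = lowest replicate activity score at least 50, where 100 means six control SD above control mean; inconclusive = lowest score under 50 but half or more replicates reach 50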;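 note: yeast exposed to compound for 9 h at 30 °C; higher score means more reporter readthrough which indicates perturbed polyadenylation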
Starred values were filed as active, the others as inactive; i = inactive; ? = inconclusive; nt = no result given. The list is partial; count on the stated rates, not on these rows.

SMILES	KCNQ1 pot	hERG rescue	HDAC3 inh	Dyrk1A ADPGlo	GSK3A inh	KCNK3 inh	GSK3B inh	KCNK9 inh	RGS4 act	KCNQ1 block	PolyA inhibitor
COc1ccc(-c2nc(C#N)c(N3CCc4ccccc4C3)o2)cc1OC	i	-5	-36	5	-3	i	-1	i	i	i	i
COc1ccccc1-n1c(SCC(=O)NC(C)(C)C)nc(O)c(Cc2ccccc2)c1=O	i	-1	-2	12	-4	i	3	i	i	i	i
C=CCn1c(SCC#N)nnc1-c1ccc2ncccc2c1	i	-13	-2	nt	-1	i	-1	i	i	i	i
CN(C)c1ccc(/C=N/NC(=S)NCc2ccccc2)cc1	i	-7	-11	-1	-1	i	-1	i	i	i	i
CCN(CC(=O)NCCc1ccc(Cl)cc1)Cc1nc2ccccc2c(=O)[nH]1	i	-3	-7	-4	-1	i	-1	i	i	i	i
COc1ccc(CCNC(=O)C2CCCN(c3nn4c(=O)cc(C)nc4s3)C2)cc1OC (centres undefined)	i	-4	nt	-3	nt	i	0	i	i	i	i
O=C(O)Cn1c(CC(=O)N2CCCC2)nc2ccccc21	i	-1	2	3	-3	i	1	i	i	i	i
CCS(=O)(=O)NCC(c1cccnc1)N1CCN(c2ccccc2F)CC1 (centres undefined)	i	-4	-11	-9	-6	i	1	i	i	i	i
CCN1CCN(c2ccc(NC(=O)c3ccccc3F)cc2Cl)CC1	i	-4	-6	7	-2	i	1	i	i	i	i
COc1ccc(N2CCN(C(=O)CCc3cc(OC)c(OC)c(OC)c3)CC2)cc1	i	-5	nt	9	-2	i	-2	i	i	i	i
CCC(=O)C1CCCN(C(=O)c2ccc(OC3CCN(C(=O)c4cccnc4)CC3)cc2)C1 (centres undefined)	i	-14	-6	1	-1	i	1	i	i	i	i
O=c1c([N+](=O)[O-])c(O)c2cccc3c2n1CCC3	i	-7	10	-4	-4	i	2	i	i	i	i
O=C(/C=C/c1c(Cl)cccc1Cl)NCCc1ccccc1	i	-13	3	5	0	i	0	i	i	i	i
Cc1cc(O)c(C(C)C)cc1C1(c2cc(C(C)C)c(O)cc2C)OC(=O)c2ccccc21	i	-1	1	-4	3	-9.1*	0	i	i	i	i
Cc1ccsc1/C=C(\C(=O)c1ccc(OC(C)C)cc1)c1nc2ccccc2o1	i	-12	-8	-1	-2	i	0	i	i	i	i
CCO[C@H]1OC(C(=O)N2CCOCC2)=C[C@@H](c2ccc(Br)cc2)[C@@H]1CCCO	i	-5	-2	4	nt	i	-1	i	i	i	i
COCCNc1nc2c(c(=O)[nH]c(=O)n2C)n1CCCc1ccccc1	i	-9	2	4	1	i	2	i	i	i	i
OC(CNc1ccccc1)Cn1ccc2ccccc21 (centres undefined)	i	-8	2	-8	0	i	0	i	i	i	nt
CCOC(=O)c1c(N)sc2c(OCC)c(Br)ccc12	i	0	-2	nt	-5	i	6	i	i	i	i
COc1ccc(CNC(=O)CN(Cc2ccc(Cl)cc2)S(C)(=O)=O)cc1	i	-10	-4	-7	0	i	-7	i	i	i	i
Cc1nnc(N/N=C/c2cccc(OCc3ccc(Cl)c(Cl)c3)c2)n1N	i	-3	-2	16	-2	i	-1	i	i	i	i
CCOc1ccc(Nc2oc(-c3ccccc3Cl)nc2C#N)cc1	i	-7	-35	nt	nt	nt	0	i	i	i	i
COC(=O)C1=C(COc2ccc(C=O)cc2OC)NC(=O)NC1c1cc(C)ccc1C (centres undefined)	i	-11	-2	-2	-1	i	-2	i	i	i	i
CCc1c(O)nc(SCC(=O)NCc2ccco2)[nH]c1=O	i	-8	6	2	-2	i	-1	i	i	i	i
CN(C)S(=O)(=O)c1ccc(NC(=O)CN2CCN(C(c3ccccc3)c3ccccc3)CC2)cc1	i	-17	0	-1	-2	i	2	i	i	i	i
Cc1ccc(/C=C2\Sc3ccccc3C2=O)s1	i	-17	-2	8	1	i	1	i	i	i	i
Cc1cc(C)c(C(=O)O)c(CC(C)(C)C(=O)O)c1	i	-12	-1	nt	2	i	1	i	i	i	i
COCCn1c(SCC(=O)Nc2ccc(F)cc2)nc2c([nH]c3ccccc32)c1=O	i	-9	-5	3	-1	i	-3	i	i	i	i
CCOc1c(OC)ccc2c3c(c(=O)oc12)CCCC3	i	-2	1	11	-3	i	-3	i	i	i	i
Cc1c(-c2cccc(Cl)c2)nc2ccccc2c1C(=O)NC1CC1	i	-8	5	1	nt	i	1	i	i	i	nt
CC(=O)N/N=C(\C)CC(=O)Nc1cccc(C(F)(F)F)c1	i	-1	8	4	-1	i	1	i	i	i	i
CCc1ccc(-c2cc(C(=O)NCc3ccco3)c3ccccc3n2)s1	i	-14	-28	4	2	i	0	i	i	6*	i
CCc1ccc(C(=O)NNc2ccc(F)cc2)cc1	i	-11	0	-4	-1	i	0	i	i	i	i
N#Cc1c(-c2cccc([N+](=O)[O-])c2)nc2n(c1=O)CCS2	i	-7	-10	-10	5	i	-1	i	i	i	nt
O=C(COC(=O)/C=C/c1ccccc1[N+](=O)[O-])NC1CC1	i	-14	-5	nt	-2	i	0	i	i	i	i
C/C=C(\C)CN1CCN(c2ccc(C)cc2)CC1	i	-5	0	-4	2	i	2	i	i	i	i
COc1cc(C2CC(=O)C3=C(C2)Nc2ncnn2C3c2cccs2)cc(OC)c1OC (centres undefined)	i	-5	-3	nt	2	i	-2	i	i	i	i
COc1ccc(C(=O)NCC2CCCO2)cc1S(=O)(=O)N1CCCc2ccccc21 (centres undefined)	i	-11	0	nt	-1	i	1	i	i	i	i
CC(=O)Nc1ccc(NC(=O)CC(NC(=O)c2ccccc2)c2ccccc2)cc1 (centres undefined)	i	-2	nt	0	-4	i	5	i	i	i	i
COC(=O)c1ccccc1NC(=O)COC(=O)[C@H](C)NC(N)=O	i	-11	-7	-4	-1	i	0	i	i	i	i

3 of the compounds above, as labelled records.
> CCc1ccc(C(=O)NNc2ccc(F)cc2)cc1
  KCNQ1 pot: i | hERG rescue: -11 | HDAC3 inh: 0 | Dyrk1A ADPGlo: -4 | GSK3A inh: -1 | KCNK3 inh: i | GSK3B inh: 0 | KCNK9 inh: i | RGS4 act: i | KCNQ1 block: i | PolyA inhibitor: i
> CCO[C@H]1OC(C(=O)N2CCOCC2)=C[C@@H](c2ccc(Br)cc2)[C@@H]1CCCO
  KCNQ1 pot: i | hERG rescue: -5 | HDAC3 inh: -2 | Dyrk1A ADPGlo: 4 | GSK3A inh: nt | KCNK3 inh: i | GSK3B inh: -1 | KCNK9 inh: i | RGS4 act: i | KCNQ1 block: i | PolyA inhibitor: i
> CCOC(=O)c1c(N)sc2c(OCC)c(Br)ccc12
  KCNQ1 pot: i | hERG rescue: 0 | HDAC3 inh: -2 | Dyrk1A ADPGlo: nt | GSK3A inh: -5 | KCNK3 inh: i | GSK3B inh: 6 | KCNK9 inh: i | RGS4 act: i | KCNQ1 block: i | PolyA inhibitor: i

Continuation:
SMILES	KCNQ1 pot	hERG rescue	HDAC3 inh	Dyrk1A ADPGlo	GSK3A inh	KCNK3 inh	GSK3B inh	KCNK9 inh	RGS4 act	KCNQ1 block	PolyA inhibitor
NC(=O)CN1C(=O)NC2(CCCc3sccc32)C1=O (centres undefined)	i	-5	-3	0	-3	i	-1	i	i	i	i
Cc1c(C(=O)N2CCN(c3ccccn3)CC2)oc2c1C(=O)CC(C)(C)C2	i	-13	?	-4	-3	i	1	i	i	i	i
CCNS(=O)(=O)c1ccc(CCC(=O)Nc2ccc3c(c2)OCO3)cc1	i	-8	-2	11	-2	i	2	i	i	i	i
Cc1cc(-c2n[nH]c(=S)n2/N=C/c2cccc([N+](=O)[O-])c2)n[nH]1	i	-7	-1	-3	5	i	-4	i	i	i	i
CN(C)c1ccc(CC(=O)c2nc3ccccc3s2)cc1	i	-5	5	2	nt	i	-3	i	i	i	i
Cc1onc(-c2c(Cl)cccc2Cl)c1C(=O)N1CCN(c2ccc(F)cc2)CC1	i	-4	-1	-2	0	i	1	i	i	i	i
O=C(NCCN1CCOCC1)c1cc(-c2ccccc2)on1	i	-5	3	nt	7	i	5	i	i	i	i
COc1ccc(/C=C/C(=O)Nc2ccccc2)cc1OC	i	-15	2	nt	-2	i	3	i	i	i	i
COc1ccc(-c2nnc(NC(=O)Cc3ccccc3)o2)cc1	i	-2	2	-3	1	i	-1	i	i	i	i
CCOC(=O)N1CCN(C(=O)c2ccccc2NC(=O)c2ccc(F)cc2)CC1	i	-9	-5	4	nt	i	-1	i	i	i	i
COc1cccc(N(CC(=O)Nc2ccccc2C(=O)N2CCCC2)S(C)(=O)=O)c1	i	-8	-2	0	-1	i	1	i	i	i	i
CCN1CCN(C(=S)NC(C)c2ccccc2)CC1 (centres undefined)	i	-5	-1	-7	4	i	0	i	i	i	i
CCSc1nc(N2CCOCC2)c2c(c1C#N)CCCC2	i	-4	6	20	6	i	-17	i	i	i	i
O=C(Nc1ccc(Oc2ccccc2)cc1)c1ccc(Cn2c(=O)[nH]c3ccsc3c2=O)cc1	i	-3	1	2	-1	i	-3	i	i	i	i
COc1cc2c(=O)n(CCC(=O)NCC3CCCO3)c(=O)n(CC(=O)Nc3ccccc3C)c2cc1OC (centres undefined)	i	-6	-3	2	-1	i	0	i	i	i	i
Clc1ccc2scc(CN3CCCCC3)c2c1	i	-2	5	1	1	i	1	i	i	i	i
Cc1ccc(C)c(NC(=O)C2CC3c4ccccc4C2c2ccccc23)c1 (centres undefined)	i	-3	9	-8	-4	i	2	i	i	i	i
Cc1c(-c2cccc(Cl)c2)nc2ccccc2c1C(=O)OCC(=O)Nc1ccc2c(c1)OCO2	i	-20	3	-1	0	i	1	i	i	i	i
O=C(CN1CCOCC1)NNC(=O)c1ccc([N+](=O)[O-])cc1	i	-7	-5	4	-2	i	1	i	i	i	i
Cc1c(Cl)ccc2c(C(=O)O)cc(-c3ccccc3)nc12	i	-12	nt	40	-4	i	1	i	i	i	i
Cc1ccc(C)c2sc(NC(=O)c3nc4ccccc4s3)nc12	25*	8.9*	2	4	-2	i	0	i	i	i	i
O=[N+]([O-])c1cc(C(F)(F)F)ccc1N1CCN(S(=O)(=O)c2ccc3ccccc3c2)CC1	i	-5	3	6	-2	i	2	i	i	i	i

Screens as filed in PubChem.
